# Source: PubChem BioAssay
# Giardia killer: Giardia lamblia killing | Giardia lamblia trophozoite viability | activity change, % at 7.66 µM, hits read low | 0.15% of 340,000 active | AID 540267; in the data active means activity change below about -80%; inconclusive means between about -30% and that limit;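 further: parasites exposed to compound for two days anaerobically before the ATP read; on the % scale 0 is the no-effect control and ±100 the full control effect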
#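 Trophozoites 100 cells/well + cpd; 48 hrs, 37 deg C, anaerobic. ATPLite 1-Step added, 15-30 min RT, luminescence read (ATP-based viability).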
# BRCA1 expr act: increases BRCA1 expression. MCF7-BRCA1-FFLuc reporter, luminescence, 48 h; response scale: scaled: vehicle 0%, 10 µM genistein 100%. Potency, µM (series often up to 46.1 µM), for inactives: at the highest dose activation, hits mostly activators. 1.1% of 380,000 active. AID 624202; further: potency means the concentration at half of the fitted maximal effect; nearly all actives have a fitted effect of over 80% in size; some results filed as inactive show a strong effect at the top dose
#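 Reporter cells (MCF7, BRCA1 promoter-firefly luciferase) received library compounds across a concentration series for 48 h. End-point luminescence was measured and concentration-effect curves derived after normalization.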
# ELG1 genotoxic: induces genotoxicity in HEK293T cells with luciferase-tagged ELG1; HEK293T ELG1-luciferase reporter, luminescence, 16 h; Potency, µM (highest dose often 46 µM), without a hit: at the top dose activity change, positive = activation, most hits filed as activators; 1.3% of 330,000 active; further: potency means the concentration at half of the fitted maximal effect; % of control where 0% means no effect; nearly all actives have a fitted effect of over 60% in size
#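 Screening used a luciferase reporter fused to human ELG1 in HEK293T cells. Luminescence was read on a CCD plate imager after 16 hr exposure and 30 min ONE-Glo incubation.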
# p53 reactivation: restores transcriptional activity of mutant p53 | H1299 p53-A138V BP100-luciferase reporter, luminescence, 24 h | Potency, µM (doses to about 92.2 µM), for inactives: at the top dose activity change, positive = activation, hits mostly activators | 0.063% of 320,000 active | AID 504706; further: potency means the concentration at half of the fitted maximal effect; % of control where 0% means no effect; nearly all actives have a fitted effect of over 45% in size
#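 H1299 (p53-null), stable ts p53-A138V + BP100-Luc; 1000 cells/well, Opti-MEM/10% FBS; cpd 4 pt, 1:5; 24 h, 37 deg C, 5% CO2; detection reagent 10 min RT; luminescence.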
# Numbers without * were called inactive; ? = inconclusive; [ ] = remark or other dose. Unless noted, the call rests on the fitted dose curve; in most records, active means well fitted activation curve with a large enough effect; inconclusive means small, poorly fitted or top-dose-only effect; inactive means no such curve, though single readings can be large or run the other way.
# Values in the order: Giardia killer	BRCA1 expr act	ELG1 genotoxic	p53 reactivation
CC(Oc1cccc(Br)c1)C(=O)Nc1cccc(S(=O)(=O)N2CCOCC2)c1 (centres undefined)
  -12	-33%	-2%	-4%
COC(=O)[C@]1(C)N[C@H](CN(C)C(=O)NC(C)C)[C@@H]2C(=O)N(C)C(=O)[C@@H]21
  -1	15%	0%	2%
CC[C@]12c3[nH]c4cc(CCC(=O)N(C)C)ccc4c3CCN1C(=O)[C@@H](CC(=O)NCc1ccco1)C[C@@H]2C(=O)N1CCN(C(=O)C2CC2)CC1
  -6	10%	6%	4%
O=C(COC(=O)c1ccccc1O)NCc1ccco1
  1	-14%	2%	7%
COc1ccc(C(=O)COC(=O)c2sc(C)nc2C)cc1F
  -17	0%	-1%	0%
Cc1nc(SCc2nc3ccccc3[nH]2)c2oc3cc(Br)ccc3c2n1
  0	-43%	-2%	-3%
CCN1C(=O)[C@H]2[C@H]3CN=C(SCc4ccc(Cl)cc4)N3[C@@](C)(C(=O)OC)[C@H]2C1=O
  -2	-5%	2%	-2%
Cc1cc2c(c(C)c1CCO[C@@H]1O[C@H](CO)[C@@H](O)[C@H](O)[C@H]1O)C(=O)[C@@H](C)[C@@H]2O
  -5	-39%	3%	-15%
N#CCCN(C(=O)COC(=O)c1ccc2c(c1)OCCO2)c1ccccc1
  8	-31%	0%	-11%
O=C(C[C@H]1C[C@H](C(=O)N2CCCCC2)[C@@]2(CCc3ccccc3)c3[nH]c4ccc(Cl)cc4c3CCN2C1=O)NCCCn1ccnc1
  11	-51%	-11%	-25%
O=C(COC(=O)c1cccnc1Cl)c1ccc(Cl)s1
  -8	1%	-1%	-2%
CN(C)S(=O)(=O)c1cccc(NC(=O)C2CCN(S(=O)(=O)c3cccs3)CC2)c1
  0	-103%[inhibitor]	-8%	-4%
COc1ccc(NS(=O)(=O)c2cc(NC(=O)c3ccccc3)ccc2N2CCOCC2)cc1
  -27	-29%	0%	3%
CC[C@@H]1C=C(C(=O)O)[C@H](c2ccc(Cl)cc2)N1S(=O)(=O)c1ccc(C)cc1
  1	8%	7%	-6%
O=C(Nc1cccc(Cl)c1)c1nc[nH]c1C(=O)NCCCNC(=O)c1[nH]cnc1C(=O)Nc1cccc(Cl)c1
  -10	5%	-4%	-3%
COCCS(=O)(=O)N(Cc1ccccc1)[C@H](C(=O)OC)C(C)C
  -5	1%	7%	0%
CCCCN(C(=O)C1CCCO1)c1c(N)n(CCC)c(=O)[nH]c1=O (centres undefined)
  -15	-6%	3%	-4%
COc1cc(CN(CC(C)C)S(=O)(=O)c2ccccc2Br)cc(OC)c1
  -6	-14%	-3%	2%
CCN1C[C@@H]2[C@@H]3C(=O)N(C)C(=O)[C@@H]3[C@](C)(C(=O)OC)N2C1=NC
  -1	4%	4%	2%
COc1ccc2c(c1)c1c(n2C)[C@@H]2CC=C(CO)[C@@H](C1)N2C
  6	11%	0%	2%
O=C(NC1CCC(O)CC1)c1ccc(Br)o1 (centres undefined)
  -7	16%	-1%	-3%
CCOC(=O)C1=C(C2=CCCCC2)c2ccc(OC)cc2N(S(=O)(=O)C(F)(F)F)C1C(=O)OCC (centres undefined)
  -15	-23%	1%	-23%
O=C(/C=C/c1ccc([N+](=O)[O-])cc1)Nc1cccc(S(=O)(=O)NC2=NCCCCC2)c1
  4	-4%	-9%	1%
C[C@H](CO)N1C[C@H](C)[C@@H](CN(C)S(C)(=O)=O)Oc2c(NC(=O)Nc3ccc4c(c3)OCO4)cccc2C1=O
  -2	26%	2%	8%
COc1cc(C(C)=O)ccc1OCC(=O)NCC(c1ccc(F)cc1)N1CCOCC1 (centres undefined)
  29	-3%	6%	10%
O=C1N[C@@H](Cc2ccccc2)COC(=O)[C@@H](Cc2ccc(F)cc2)CC/C=C/C[C@@H]1CC(=O)N(CCO)Cc1ccccc1
  1	-67%	-5%	3%
CC(=O)Nc1ccc(NC(=O)COC(=O)c2cc(S(=O)(=O)N3CCCC3)ccc2O)cc1
  -10	-7%	2%	15%
CN(CC(=O)NCc1ccco1)CC(=O)Nc1ccc(F)c(F)c1F
  -8	-19%	-3%	11%
CCC(CO)Oc1cc(NCc2ccccc2O)c2ncn(C(C)C)c2c1 (centres undefined)
  -5	-50%	-6%	5%
C=CCC[C@H](Cc1ccc(F)cc1)C(=O)OC[C@@H](C)NC(=O)[C@@H](CC=C)CC(=O)N[C@H](CO)Cc1ccccc1
  3	-46%	-9%	4%
C[C@H](CO)N1C[C@H](C)[C@H](CN(C)S(C)(=O)=O)Oc2c(cccc2N(C)C)C1=O
  -13	6%	1%	0%
O=C(COC(=O)CNC(=O)C1CCCCC1)NCc1ccc(Cl)cc1
  6	-35%	3%	0%
CC[C@]12c3[nH]c4cc(-c5ccco5)ccc4c3CCN1C(=O)[C@@H](CC(=O)NCc1ccc(OC)c(OC)c1)C[C@@H]2C(=O)N1CCN(C(=O)c2ccco2)CC1
  -8	-34%	-5%	-5%
COCCN(Cc1nnc(-c2cccs2)o1)C(=O)CN1C(=O)NC2(CCCCC2)C1=O
  -8	-4%	4%	2%
CN(CC(=O)Nc1ccccc1Cl)C(=O)COC(=O)c1cccs1
  7	2%	4%	-4%
O=C(COC(=O)c1ccc([N+](=O)[O-])o1)NC12CC3CC(CC(C3)C1)C2
  10	-10%	2%	6%
Cc1ccc(S(=O)(=O)N2CCN(C(=O)COC(=O)/C=C/c3ccc([N+](=O)[O-])cc3)CC2)c(C)c1
  -6	1%	-1%	-2%
COc1ccc(CC(=O)NNC(=O)c2ccccc2)cc1OC
  -4	4%	0%	0%
C[C@H]1CN([C@@H](C)CO)C(=O)Cc2cc(NS(C)(=O)=O)ccc2O[C@@H]1CN(C)Cc1ccc(Cl)c(Cl)c1
  5	-5%	-4%	-3%
O=C(NCC1COc2ccccc2O1)C1CCN(S(=O)(=O)c2ccccc2)CC1 (centres undefined)
  9	-27%	-2%	11%
Nc1ncnc2c1ncn2[C@@H]1O[C@H](CNCc2c(OCc3ccccc3F)ccc3ccccc23)[C@@H](O)[C@H]1O
  ?	0%	-3%	-8%
COC(=O)[C@@H](Cc1ccccc1)N(Cc1ccccc1)S(=O)(=O)N(Cc1ccccc1)[C@H](Cc1ccccc1)C(=O)OC
  1	-31%	2%	9%
CCOC(=O)c1cc(-c2ccccc2)nn1CC1CC(c2ccc(OC)cc2)=NO1 (centres undefined)
  60[activator]	0%	-6%	-2%
Cc1c(Cl)cnc(NC(=O)CSc2nnnn2C)c1Cl
  -11	17%	1%	-2%
CCN(CC)C(=O)[C@H]1C[C@H](CC(=O)NCCCN(C)C)C(=O)N2CCc3c([nH]c4ccc(Cl)cc34)[C@]12C
  50[activator]	-19%	-3%	14%
COCCCNC(=O)C[C@H]1C[C@H](C(=O)N2CCOCC2)[C@@]2(C)c3[nH]c4ccc(Cl)cc4c3CCN2C1=O
  -13	13%	3%	-9%
COc1ccc(N2CCN(C(=O)COC(=O)c3cccc(OC)c3O)CC2)cc1
  11	-4%	-1%	1%
C[C@H](CO)N1C[C@H](C)[C@@H](CN(C)S(C)(=O)=O)Oc2ccc(NC(=O)CCN3CCOCC3)cc2C1=O
  10	13%	0%	2%
N#CCC(=O)Nc1ccc(C(=O)OCC(=O)NC(=O)NCc2ccco2)cc1
  -2	2%	5%	6%
CCCSc1ccc([C@@H]2[C@@H]3C(=O)N(CC)C(=O)[C@@H]3[C@]3(C(=O)OC)CCCCN23)cc1
  -6	-18%	-6%	4%
Cc1c(Cl)cnc(NC(=O)COC(=O)[C@@H](NC(=O)c2ccco2)C(C)C)c1Cl
  -10	11%	2%	-1%
C=CC[C@@H](CC(=O)N[C@@H](CO)Cc1ccccc1)C(=O)N[C@H](COC(=O)[C@H](CC=C)CC(=O)OC(C)(C)C)Cc1c[nH]c2ccccc12
  37[activator]	-42%	-10%	?
CCN(C[C@H]1N[C@@](CC)(C(=O)OC)[C@H]2C(=O)N(C)C(=O)[C@@H]12)C(=O)C1CCCCC1
  12	4%	0%	5%
C=CC[C@H](CC(=O)NCCO)C(=O)N[C@@H](COC(=O)[C@@H](CC=C)Cc1ccc(F)cc1)Cc1ccccc1
  3	-31%	-2%	0%
O=C(Nc1ccc(S(=O)(=O)NC2=NCCCCC2)cc1)c1ccc(Cl)c([N+](=O)[O-])c1
  17	-77%	16%	0%
Cc1noc(C)c1S(=O)(=O)N(C)C[C@H]1Oc2c(NC(=O)Nc3ccccc3)cccc2C(=O)N([C@H](C)CO)C[C@@H]1C
  -7	-14%	3%	0%
Cn1nnnc1SCC(=O)Nc1ncc(C(F)(F)F)cc1Cl
  -7	-3%	-1%	2%
O=C(CSc1nccc(=O)[nH]1)NC1CCCCCCC1
  13	-10%	1%	3%
Cc1cc(NC(=O)c2ccc(-c3ccccc3[N+](=O)[O-])o2)no1
  13	3%	5%	22%
CN(Cc1nc2ccccc2c(=O)[nH]1)C(=O)c1cccc(NC(=O)c2cccs2)c1
  -3	-3%	-5%	-3%

# Nothing new here: an excerpt of the list.
# Values in the order: Giardia killer	BRCA1 expr act	ELG1 genotoxic	p53 reactivation
Cn1nnnc1SCC(=O)Nc1ncc(C(F)(F)F)cc1Cl
  -7	-3%	-1%	2%
O=C(CSc1nccc(=O)[nH]1)NC1CCCCCCC1
  13	-10%	1%	3%
Cc1cc(NC(=O)c2ccc(-c3ccccc3[N+](=O)[O-])o2)no1
  13	3%	5%	22%
CN(Cc1nc2ccccc2c(=O)[nH]1)C(=O)c1cccc(NC(=O)c2cccs2)c1
  -3	-3%	-5%	-3%

# Next part:
# Values in the order: Giardia killer	BRCA1 expr act	ELG1 genotoxic	p53 reactivation
O=C(COC(=O)Cc1c(F)cccc1Cl)NCc1ccc2c(c1)OCO2
  -23	8%	-2%	2%
Cc1cc(NC(=O)CSc2nnc(-c3ccco3)n2N)no1
  -5	-4%	3%	3%
O=C(COc1ccc(F)cc1)NNC(=O)Cn1ccc(C(F)(F)F)n1
  12	-1%	1%	4%
CCN1CCN(c2ccc(S(=O)(=O)N3CCOCC3)cc2N)CC1
  4	24%	1%	0%
C[C@]12c3[nH]c4ccc(Cl)cc4c3CCN1C(=O)[C@@H](CC(=O)NCCN1CCOCC1)C[C@@H]2C(=O)N1CCOCC1
  ?	-2%	2%	1%
O=C1N(c2ccccc2)C(c2ccccc2)C12CCCCC2 (centres undefined)
  9	1%	1%	4%
CCN1C[C@@H]2[C@@H]3C(=O)N(Cc4ccccc4)C(=O)[C@@H]3[C@](CC)(C(=O)OC)N2C1=NC
  -19	8%	3%	-2%
Cc1cccc(-c2noc(CCC(=O)N3CCN(c4cc(C)ccc4C)CC3)n2)c1
  -6	?	?	?
COc1ccc(NC(=O)Nc2ccc3c(c2)C(=O)N([C@H](C)CO)C[C@H](C)[C@@H](CN(C)C(=O)Nc2ccc(OC)cc2)O3)cc1
  -12	-9%	1%	3%
COc1ccc(CNC(=O)COC(=O)Cc2ccc(Br)cc2)cc1
  -7	33%	1%	4%
Cc1ccc(NS(=O)(=O)c2ccc(C(=O)NC3CCN(Cc4ccccc4)CC3)cc2)cc1
  -13	-43%	14%	3%
O=C1c2ccccc2[C@@H]2CC(O)C(O)CCN12 (some centres undefined)
  29	10%	5%	1%
COc1ccccc1NS(=O)(=O)c1cc(NC(=O)c2cc(F)c(F)c(F)c2F)ccc1N1CCOCC1
  7	-33%	0%	-2%
O=C(NCC(=O)N1CCN(c2ccc([N+](=O)[O-])cc2)CC1)c1ccco1
  8	-21%	-6%	-1%
COc1ccccc1CNC(=O)CN(C)CC(=O)Nc1ccc(F)c(F)c1F
  5	-37%	0%	-7%
COc1ccc(NC(=O)N(C)C[C@H]2Oc3ccc(NC(=O)NC(C)C)cc3C(=O)N([C@H](C)CO)C[C@@H]2C)cc1
  0	7%	1%	-3%
CCN1C(N(C)CCc2c[nH]c3ccccc23)=N[C@@H](c2cccc(C(F)(F)F)c2)C(C(=O)OC)=C1C
  -18	0%	-1%	8%
COc1ccccc1CNS(=O)(=O)c1cc(C(=O)NCC2CCCO2)c(Cl)cc1Cl (centres undefined)
  9	-24%	-1%	-3%

# A portion of the library, so the mix of outcomes need not match the whole.
